High-throughput results from PubChem.
ALOX12 inh: blocks human arachidonate 12S-lipoxygenase. 1.1% of 580,000 active. Potency, µM (highest dose often 108 µM), without a hit: at the top dose activity change, negative = inhibition, usual class: inhibitors. purified 12hLO, xylenol orange hydroperoxide absorbance. P18054
Target sequence (P18054 whole entry, looked up): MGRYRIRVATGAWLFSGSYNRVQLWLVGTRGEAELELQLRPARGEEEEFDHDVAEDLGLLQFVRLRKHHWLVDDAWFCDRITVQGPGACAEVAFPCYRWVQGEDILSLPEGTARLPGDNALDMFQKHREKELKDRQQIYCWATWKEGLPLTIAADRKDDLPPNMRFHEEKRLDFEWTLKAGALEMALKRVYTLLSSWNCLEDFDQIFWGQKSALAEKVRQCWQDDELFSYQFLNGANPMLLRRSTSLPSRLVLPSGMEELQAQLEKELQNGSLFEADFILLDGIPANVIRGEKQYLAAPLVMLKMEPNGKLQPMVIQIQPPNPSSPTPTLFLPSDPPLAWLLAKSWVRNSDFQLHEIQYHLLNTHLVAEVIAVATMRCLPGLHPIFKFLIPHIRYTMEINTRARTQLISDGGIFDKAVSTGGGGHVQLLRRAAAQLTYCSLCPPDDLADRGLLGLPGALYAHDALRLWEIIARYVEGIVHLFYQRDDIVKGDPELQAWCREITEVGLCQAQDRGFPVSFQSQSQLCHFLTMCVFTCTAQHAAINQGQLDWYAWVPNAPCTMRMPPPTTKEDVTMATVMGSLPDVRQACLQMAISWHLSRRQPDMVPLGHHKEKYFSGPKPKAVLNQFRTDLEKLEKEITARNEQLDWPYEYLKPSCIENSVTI
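Hydroperoxide product was detected by ferrous iron/xylenol orange as the 573 to 405 nm absorbance ratio. Arachidonic acid at 40 uM (final) was turned over for 30 min at room temperature by 150 nM human 12hLO, pH 7.0 Hepes buffer, after 15 min compound preincubation.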
G9a block: G9a (human) methyltransferase inhibition; Q96KQ7; G9a H3K9 monomethylation, AlphaScreen, 2 h; Potency, µM (titrated, usually from 102 µM), without a hit: at the top dose activity, negative = inhibition, hits mostly inhibitors; 8.8% of 350,000 active; AID 504332; note: nearly all actives have a fitted effect of over 75% in size
Target sequence (Q96KQ7 913-1193 limits assumed): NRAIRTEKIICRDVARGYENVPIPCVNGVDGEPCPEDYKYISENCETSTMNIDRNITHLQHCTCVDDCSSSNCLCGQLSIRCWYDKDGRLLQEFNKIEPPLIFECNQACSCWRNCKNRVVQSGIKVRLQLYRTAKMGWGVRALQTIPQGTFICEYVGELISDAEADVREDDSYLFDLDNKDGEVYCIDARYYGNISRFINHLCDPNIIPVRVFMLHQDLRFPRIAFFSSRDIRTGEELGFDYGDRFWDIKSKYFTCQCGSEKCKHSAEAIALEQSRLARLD
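Enzyme 20 nM + cpd, 15 min RT; add b-H3K9 pep 500 nM / SAM 20 uM; 2 h RT; anti-H3K9me1 Ab 0.5 ug/mL + SA donor / anti-rabbit acceptor beads 20 ug/mL each, 10 min; AlphaScreen read.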
Active calls of the source: *; ? = inconclusive; [ ] = remark or other dose. Calls come from the whole dose curve; as a rule, active = well fitted curve in the direction sought with a large enough effect; inconclusive = small, poorly fitted or top-dose-only effect, or another doubt; inactive = no such curve, though single readings can be large; an effect the other way counts as inactive or inconclusive. % is set by controls: 0 for no effect and ±100 for the full control effect; potency is the fitted concentration of half-maximal effect. Only part of the results is shown; rates above refer to the full screens.

SMILES	ALOX12 inh	G9a block
O=c1c(-c2ccc(O)cc2)coc2c(C3OC(CO)C(O)C(O)C3O)c(O)ccc12 (centres undefined)	-2.9%	-43.2%[2.33 µM]
COc1ccccc1CN1CCCC2(CCN(C(=O)c3ccco3)CC2)C1	-7.0%[57.4 µM]	-6.5%[12.7 µM]
Cc1noc(C)c1-c1ccc2ncnc(N3CCOCC3)c2c1	?	4.1%[0.501 µM]
O=C(c1cc(C(F)(F)F)cc(C(F)(F)F)c1)N1CCC[C@@]2(CCN(Cc3nccs3)C2)C1	3.7%[57.4 µM]	-0.8%[12.7 µM]
COCCn1c(=O)c(-c2cc(F)cc(F)c2)nc2cnc(N(C)C)nc21	18.9%	3.2%[0.501 µM]
CN1CCN(c2ncc3nc(-c4cccc(C#N)c4)c(=O)n(Cc4ccc(F)cc4)c3n2)CC1	?	-42.4%[0.501 µM]
COc1ccc(Oc2ncc3nc(-c4ccc(Cl)cc4)c(=O)n(C)c3n2)cc1	0.0%	8.3%[12.7 µM]
Cc1ccc(OCCn2cnc3sc(C(N)=O)c(C)c3c2=O)cc1	1.0%	-8.0%
COc1ccccc1CN1CC[C@@]2(CCCN(C(=O)c3cnccn3)C2)C1	10.8%[57.4 µM]	-4.1%[12.7 µM]
COc1ncc2nc(-c3ccccc3)c(=O)n(CCC#N)c2n1	?	23.5%[0.501 µM]
N#Cc1ccc(CN2CCC3(CC2)CCN(C(=O)c2ccncc2)CC3)cc1	7.3%[57.4 µM]	-3.1%[12.7 µM]
CC(C)C(N)C(=O)O (centres undefined)	7.8%	22.6%[59 µM]
CCNc1ncc2nc(-c3cn(C)c4ccccc34)c(=O)n(-c3ccccc3)c2n1	?	-1.8%[0.501 µM]
COc1ccccc1-c1cncnc1N(C)Cc1ccco1	?	8.8%[0.501 µM]
COc1ccc(C(=O)N2CCC3(CC2)CN(c2cccc(-c4ccccc4)c2)C3)cc1	9.3%[57.4 µM]	7.3%[12.7 µM]
Cc1nc2cnc(Oc3cccc(Cl)c3)nc2n(CCc2ccccc2)c1=O	0.0%	-14.2%[12.7 µM]
O=c1cnc2cnc(Oc3ccccc3)nc2n1Cc1ccc(F)cc1	112.8%[activator]	-2.1%[12.7 µM]
Cn1cccc1C(=O)N1CCC2(CCCN(c3ccc(-c4ccccc4)cc3)C2)CC1	?	-3.9%[12.7 µM]
Cn1cccc1C(=O)N1CCC2(CC1)CN(c1cccc(-c3ccccc3)c1)C2	4.8%[57.4 µM]	-2.4%[12.7 µM]
Cc1noc(C)c1-c1nc(NC2CC2)c2ccccc2n1	?	-2.1%[0.501 µM]
COc1cccc(Cn2c(=O)c(C)nc3cnc(Oc4cccc(Cl)c4)nc32)c1	?	-3.7%[12.7 µM]
N#Cc1cccc(NC(=O)N2CCC3(CC2)CCN(C(=O)c2cccc(F)c2)CC3)c1	5.2%[57.4 µM]	2.0%[12.7 µM]
COc1ccc(-c2nc3cnc(N4CCN(C)CC4)nc3n(Cc3cccc(OC)c3)c2=O)cc1	?	6.2%[0.501 µM]
CCNc1ncc2nc(-c3cc(F)cc(F)c3)c(=O)n(C)c2n1	0.0%	11.1%[0.501 µM]
Cc1noc(C)c1C(=O)N1CCC2(CC1)CN(Cc1cc(C(F)(F)F)cc(C(F)(F)F)c1)C2	-3.2%[57.4 µM]	0.0%[12.7 µM]
COc1cccc(Cn2c(=O)cnc3cnc(Nc4cccc(OC)c4)nc32)c1	?	-3.0%[0.501 µM]
CCNc1ncc2nc(-c3ccc(Cl)cc3)c(=O)n(Cc3cccc(OC)c3)c2n1	?	22.0%[0.501 µM]
COC(=O)N1CCC[C@@]2(CCN(C(=O)Nc3cccc(C#N)c3)C2)C1	5.2%[57.4 µM]	22.2%[12.7 µM]
FC(F)(F)c1ccccc1-c1cc(NCc2cccs2)ncn1	-25.0%	-32.9%[0.501 µM]
CNc1nc(-c2ccccc2C)nc2ccccc12	39.8µM*	-1.5%[0.501 µM]
O=c1c(-c2ccccc2)nc2cnc(N3CCNCC3)nc2n1C1CC1	-21.8%	-10.3%[12.7 µM]
COc1ccc(C(=O)N2CCC3(CCN(Cc4ccncc4)CC3)CC2)cc1	-8.8%[57.4 µM]	4.8%[12.7 µM]
c1ccc(CNc2cc(-c3cccnc3)ncn2)cc1	?	-3.4%[0.501 µM]
Cn1cccc1C(=O)N1CCC[C@@]2(CCN(C(=O)Nc3cccc(F)c3)C2)C1	-12.1%[57.4 µM]	-2.4%[12.7 µM]
CC(C)NC(=O)N1CCCC2(CCN(C(=O)c3ccncc3)CC2)C1	?	-7.5%[12.7 µM]
COc1ccc(-c2nc3cnc(N(C)C)nc3n(C3CC3)c2=O)cc1	-3.3%	-2.8%[0.501 µM]
COc1ccc(NC(=O)N2CC[C@@]3(CCCN(C(C)=O)C3)C2)cc1	1.4%[57.4 µM]	-17.7%[12.7 µM]
CC(=O)NCCNc1nc(-c2cccc(NS(C)(=O)=O)c2)nc2ccccc12	2.24µM*	-32.2%[0.501 µM]
CC(=O)NCCNc1ncnc2ccc(-c3ccccc3C#N)cc12	?	16.6%[0.501 µM]
Cn1cc(-c2nc3cnc(Oc4ccccc4)nc3n(C)c2=O)c2ccccc21	234.6%[activator]	5.6%[0.501 µM]

One compound at a time, as listed above. Order of values: ALOX12 inh | G9a block
COc1ccc(C(=O)N2CCC3(CCN(Cc4ccncc4)CC3)CC2)cc1 as listed: -8.8%[57.4 µM] | 4.8%[12.7 µM]
CC(=O)NCCNc1ncnc2ccc(-c3ccccc3C#N)cc12 as listed: ? | 16.6%[0.501 µM]
Cn1cccc1C(=O)N1CCC[C@@]2(CCN(C(=O)Nc3cccc(F)c3)C2)C1 as listed: -12.1%[57.4 µM] | -2.4%[12.7 µM]
c1ccc(CNc2cc(-c3cccnc3)ncn2)cc1 as listed: ? | -3.4%[0.501 µM]
O=c1c(-c2ccccc2)nc2cnc(N3CCNCC3)nc2n1C1CC1 as listed: -21.8% | -10.3%[12.7 µM]

Remaining list, next part
SMILES	ALOX12 inh	G9a block
COc1cccc(-c2ccc3ncnc(NCc4cnc(C)cn4)c3c2)c1	-5.6%	-37.9%[0.501 µM]
CN(C)c1ncc2nc(-c3ccc(F)cc3)c(=O)n(Cc3cccs3)c2n1	0.0%	5.1%[0.501 µM]
COc1cccc(Cn2c(=O)c(-c3cccc(C#N)c3)nc3cnc(N4CCOCC4)nc32)c1	?	7.9%[0.501 µM]
COc1cccc(Cn2c(=O)c(-c3ccc(F)cc3)nc3cnc(N4CCNCC4)nc32)c1	?	13.0%[0.501 µM]
CS(=O)(=O)N1CCC[C@@]2(CCN(C(c3ccccc3)c3ccccc3)C2)C1	-0.4%[57.4 µM]	1.8%[12.7 µM]
CN1CCN(c2ncc3nc(-c4ccc(Cl)cc4)c(=O)n(C4CC4)c3n2)CC1	?	6.6%[12.7 µM]
O=C(Oc1ccccc1)N1CCC2(CC1)CN(c1ncccn1)C2	2.7%[57.4 µM]	31.9%[12.7 µM]
O=C(Nc1cccc(F)c1)N1CC[C@@]2(CCCN(C(=O)c3cccc(F)c3)C2)C1	-1.7%[57.4 µM]	2.9%[12.7 µM]
O=C(c1csnn1)N1CCC2(CCN(Cc3cc(C(F)(F)F)cc(C(F)(F)F)c3)CC2)CC1	-2.9%[57.4 µM]	0.8%[12.7 µM]
O=C(c1cnccn1)N1CCC2(CC1)CN(c1ccccn1)C2	-2.1%[57.4 µM]	1.2%[12.7 µM]

Individual results from above.
G9a block with O=c1c(-c2ccc(O)cc2)coc2c(C3OC(CO)C(O)C(O)C3O)c(O)ccc12 (centres undefined) stands at -43.2%[2.33 µM]
G9a block with Cn1cccc1C(=O)N1CCC2(CCCN(c3ccc(-c4ccccc4)cc3)C2)CC1 stands at -3.9%[12.7 µM]
G9a block with O=C(Nc1cccc(F)c1)N1CC[C@@]2(CCCN(C(=O)c3cccc(F)c3)C2)C1 stands at 2.9%[12.7 µM]

The listing continues:
SMILES	ALOX12 inh	G9a block
COc1ccc(C(=O)N2CCC3(CC2)CN(C(=O)NC(C)C)C3)cc1	-0.7%[57.4 µM]	6.4%[12.7 µM]
CC(C)NC(=O)N1CCCC2(CCN(C(=O)c3cccc(F)c3)CC2)C1	?	2.1%[12.7 µM]
CN(C)c1ncc2nc(-c3ccccc3)c(=O)n(C3CC3)c2n1	?	5.9%[12.7 µM]
CN(Cc1ccco1)c1ncnc2ccc(-c3cccc(NS(C)(=O)=O)c3)cc12	?	5.5%[0.501 µM]
O=C(c1cc(C(F)(F)F)cc(C(F)(F)F)c1)N1CCC[C@@]2(CCN(Cc3ccccc3)C2)C1	-19.5%[57.4 µM]	7.9%[12.7 µM]
FC(F)(F)c1ccccc1-c1cncnc1NCc1cccnc1	-27.9%	-4.3%[0.501 µM]
COc1ccc(C(=O)N2CCC[C@@]3(CCN(c4ccccn4)C3)C2)cc1	4.7%[57.4 µM]	-4.3%[12.7 µM]
CN(C)c1ncc2nc(CCc3ccccc3)c(=O)n(-c3ccccc3)c2n1	0.0%	-1.8%[12.7 µM]
COc1ccc(C(=O)N2CCC3(CCCN(C(c4ccccc4)c4ccccc4)C3)CC2)cc1	4.9%[57.4 µM]	-7.2%[12.7 µM]
Cn1cccc1C(=O)N1CCC2(CC1)CCN(c1cccc(-c3ccccc3)c1)CC2	2.5%[57.4 µM]	-18.8%[12.7 µM]
Cc1noc(C)c1-c1nc(N(C)C)c2ccccc2n1	?	2.5%[0.501 µM]
CN(C)Cc1ccccc1-c1nc(NC2CCNCC2)c2ccccc2n1	-17.6%	10.4%[0.501 µM]
COCC(=O)N1CCC2(CCCN(c3cccc(-c4ccccc4)c3)C2)CC1	?	-2.7%[12.7 µM]
O=c1c(-c2cccs2)nc2cnc(Oc3ccccc3)nc2n1-c1ccccc1	0.0%	-4.0%[12.7 µM]
CC(=O)N1CCC2(CCCN(Cc3nccs3)C2)CC1	0.7%[57.4 µM]	-0.8%[12.7 µM]
Cc1noc(C)c1-c1cc(NCc2cccnc2)ncn1	31.6µM*	7.9%[0.501 µM]
CC(=O)NCCNc1cc(-c2ccccc2CN(C)C)ncn1	?	-20.1%[0.501 µM]
CCNc1ncc2nc(CCc3ccccc3)c(=O)n(-c3ccc(OC)cc3)c2n1	6.7%	10.0%[12.7 µM]
O=c1c(-c2ccc(F)cc2)nc2cncnc2n1-c1ccccc1	31.1%[activator]	-3.0%[0.501 µM]
COc1cccc(-c2ccc3ncnc(NCCN4CCOCC4)c3c2)c1	?	12.4%[0.501 µM]
O=C(c1ccncc1)N1CCC2(CC1)CCN(c1ccc(-c3ccccc3)cc1)CC2	-26.2%[57.4 µM]	-6.7%[12.7 µM]
Cc1nc2cnc(N3CCNCC3)nc2n(CCC#N)c1=O	0.1%	-6.5%[12.7 µM]
COc1ccc(-n2c(=O)c(-c3ccc(F)cc3)nc3cnc(N4CCNCC4)nc32)cc1	17.9%	3.6%[0.501 µM]
COc1ccc(CNc2ncncc2-c2cccc(C#N)c2)c(OC)c1	-9.6%	8.2%[0.501 µM]
CC(=O)NCCNc1ncnc2ccc(-c3ccc4c(c3)OCO4)cc12	-15.2%	-29.0%[0.501 µM]
COc1cccc(Nc2ncc3nc(-c4ccc(F)cc4)c(=O)n(C)c3n2)c1	67.8%	-0.8%[0.501 µM]
COc1ccccc1CNc1ncncc1-c1ccccc1Cl	?	11.5%[0.501 µM]
O=c1cnc2cnc(Oc3cccc(Cl)c3)nc2n1CCc1ccccc1	0.0%	10.6%[0.501 µM]
CN1CCN(c2ncc3nc(-c4cn(C)c5ccccc45)c(=O)n(-c4ccccc4)c3n2)CC1	6.31µM*	-4.6%[0.501 µM]
CCNc1ncc2nc(-c3ccc(F)cc3)c(=O)n(CCC#N)c2n1	28.6%	-2.2%[12.7 µM]
c1cncc(CNc2ncncc2-c2cccnc2)c1	?	9.4%[0.501 µM]
COc1ccc(Oc2ncc3ncc(=O)n(C[C@H]4CCCO4)c3n2)cc1	0.0%	2.3%[12.7 µM]
CC(=O)NCCNc1ncnc2ccc(-c3ccoc3)cc12	?	7.8%[0.501 µM]
CN(C)c1ccc(-c2ccc3ncnc(N(C)C)c3c2)cc1	-26.4%	-3.8%[0.501 µM]
COc1ccc(C(=O)N2CCC[C@@]3(CCN(Cc4ccc(C#N)cc4)C3)C2)cc1	8.4%[57.4 µM]	0.8%[12.7 µM]
Cc1nc2cnc(Oc3ccccc3)nc2n(CCc2ccccc2)c1=O	0.0%	12.0%[12.7 µM]
O=C(c1csnn1)N1CCC2(CCCN(c3ccccc3)C2)CC1	6.6%[57.4 µM]	7.3%[12.7 µM]
COc1ccc(-c2nc3cnc(N4CCOCC4)nc3n(C3CC3)c2=O)cc1	0.0%	4.0%[0.501 µM]
CCCC(=O)Nc1cc(C)c(NC(=O)Cc2ccccc2)cn1	-17.9%	1.0%[59 µM]
O=c1c(CCc2ccccc2)nc2cnc(N3CCOCC3)nc2n1C[C@H]1CCCO1	0.0%	6.9%[12.7 µM]
COc1ccc(Oc2ncc3nc(-c4ccc(F)cc4)c(=O)n(C)c3n2)cc1	?	12.4%[12.7 µM]
O=C(c1cccc(F)c1)N1CCC[C@@]2(CCN(Cc3ccncc3)C2)C1	0.4%[57.4 µM]	0.2%[12.7 µM]
O=C(c1cccc(F)c1)N1CCC2(CC1)CCN(c1ccccc1)CC2	?	-4.3%[12.7 µM]
COc1cccc(Cn2c(=O)c(-c3cccs3)nc3cnc(OC)nc32)c1	0.0%	2.1%[0.501 µM]
CCNc1ncc2nc(-c3ccc(Cl)cc3)c(=O)n(C3CC3)c2n1	0.0%	0.2%[12.7 µM]
Cn1c(=O)c(-c2ccc(Cl)cc2)nc2cnc(Oc3ccccc3)nc21	176.3%[activator]	9.0%[12.7 µM]
